# Screens (PubChem BioAssay)
# TEAD-YAP block: TEAD-YAP interaction inhibition; HEK-TIYL cells, TEAD-Gal4/YAP UAS-luciferase luminescence; inhibition, % at 9.12 µM; 1.4% of 640,000 active; in the data active means inhibition above about 32%;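 further: 0% = median of test compound wells and 100% = reference inhibitor wells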
# MITF inh: blocks human microphthalmia-associated transcription factor; AlphaScreen MITF homodimerization, bead proximity signal; O75030; inhibition, % at 2.6 µM; 0.91% of 650,000 active; in the data active means inhibition above about 50%;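 further: 0% = vehicle wells with protein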
# FBW7 activator: human FBW7 E3 ligase activation, primary screen. AID 1259310. Q969H0. 0.13% of 650,000 active. AlphaScreen FBW7–phospho-cyclin E peptide binding, activator screen. normalized activity (activation), % at 26.1 µM; in the data active means normalized activity above about 1.9%;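 further: purified mutant Fbw7 with reduced substrate affinity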
# Target sequence (Q969H0 whole entry, looked up): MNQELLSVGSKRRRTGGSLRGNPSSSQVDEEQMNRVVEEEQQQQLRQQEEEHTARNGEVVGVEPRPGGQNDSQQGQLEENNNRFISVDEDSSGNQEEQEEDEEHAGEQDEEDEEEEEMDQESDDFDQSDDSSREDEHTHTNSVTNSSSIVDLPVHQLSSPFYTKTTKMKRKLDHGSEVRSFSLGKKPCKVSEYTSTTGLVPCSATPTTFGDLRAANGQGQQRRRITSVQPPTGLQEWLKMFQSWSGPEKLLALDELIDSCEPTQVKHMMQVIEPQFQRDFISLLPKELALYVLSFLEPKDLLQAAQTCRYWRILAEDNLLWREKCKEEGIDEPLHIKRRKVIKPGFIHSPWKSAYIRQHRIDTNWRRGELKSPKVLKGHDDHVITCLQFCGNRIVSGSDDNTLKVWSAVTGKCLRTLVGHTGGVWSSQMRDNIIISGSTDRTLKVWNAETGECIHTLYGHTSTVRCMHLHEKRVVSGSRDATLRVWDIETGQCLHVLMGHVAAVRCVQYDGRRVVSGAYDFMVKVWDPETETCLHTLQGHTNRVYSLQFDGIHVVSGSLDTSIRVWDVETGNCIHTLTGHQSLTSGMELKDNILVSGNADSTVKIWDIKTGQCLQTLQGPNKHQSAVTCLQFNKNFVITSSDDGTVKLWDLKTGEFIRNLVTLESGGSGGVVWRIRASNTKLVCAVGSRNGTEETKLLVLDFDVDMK
# GPR151 ag: activators of human GPR151 | Q8TDV0 | PathHunter beta-arrestin GPR151 cells, luminescence | activation, % at 11.2 µM | 1% of 650,000 active | AID 1508602; in the data active means activation above about 4.9%;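 further: 0% = median of compound wells and 100% = cells with positive control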
# Target sequence (Q8TDV0 whole entry, looked up): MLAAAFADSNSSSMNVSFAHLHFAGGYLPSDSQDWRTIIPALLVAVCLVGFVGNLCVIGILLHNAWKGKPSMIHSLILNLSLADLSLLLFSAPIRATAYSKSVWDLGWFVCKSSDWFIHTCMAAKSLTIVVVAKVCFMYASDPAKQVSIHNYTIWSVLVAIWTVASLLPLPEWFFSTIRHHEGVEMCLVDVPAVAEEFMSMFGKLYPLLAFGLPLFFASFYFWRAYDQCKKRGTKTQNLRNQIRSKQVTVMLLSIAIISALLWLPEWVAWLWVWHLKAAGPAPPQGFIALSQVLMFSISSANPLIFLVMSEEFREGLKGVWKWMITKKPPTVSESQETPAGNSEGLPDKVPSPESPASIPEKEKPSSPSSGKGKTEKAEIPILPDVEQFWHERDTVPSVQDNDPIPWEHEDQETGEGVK
# Numbers without * were called inactive; & = joins results of further samples.
no.	SMILES	TEAD-YAP block	MITF inh	FBW7 activator	GPR151 ag
1	CCN(CC)C(=O)c1ccc(CS(=O)(=O)c2ccc(Br)cc2)cc1	2	-6	-0.1	-0.2
2	CCOc1ccc2c(c1)-c1c(ssc1=S)C(C)(C)N2C(=O)CSc1ncn(C)n1	-5	11	-0.5	0.2
3	O=C(Cn1cnc2ccccc2c1=O)NCCC(=O)Nc1nc2ccccc2s1	-18	-6	-0.1	0.7
4	NC(=O)c1c(NC(=O)c2ccc3ncsc3c2)sc2c1CCCC2	-70	-7	0.1	2.0
5	Cc1[nH]nc(NCc2ccccc2)c1[N+](=O)[O-]	1	5	-0.1	0.2
6	CSc1ccccc1-c1nc(-c2ccccn2)no1	-1	7	0.1	-10
7	Cc1ccc(O)c(NC(=O)c2ccc3ccccc3c2)c1	-39	1	0.1	-2.8
8	O=C(CC1(O)C(=O)N(Cc2ccccc2)c2ccc(Cl)cc21)c1ccc2c(c1)OCCO2 (centres undefined)	1	20	0.8	-1.1
9	COc1ccc(OCC(=O)Nc2ccc(S(=O)(=O)N3CCCCCC3)cc2)cc1	-1	10	0.0	-1.8
10	CCOC(=O)C1=C(C(=O)OCC)SC2(S1)C(C(=O)OCC)=C(C(=O)OCC)SC1=C2c2ccc(C)cc2NC1(C)C	3	15	0.9	-0.4
11	CC(C)(C)c1ccc(S(=O)(=O)NCc2nc(-c3ccncc3)n[nH]2)cc1	-5	16	0.1	-0.4
12	CCOC(=O)C1(CC)OC1c1ccc(OC)cc1 (centres undefined)	-10	1	0.4	-0.4
13	Nc1cc(-c2cccc(F)c2)nn1S(=O)(=O)c1cccc2nsnc12	-8	22	0.4	0.4
14	Cc1cccc(NC(=O)CSc2nnc(-c3c[nH]c4ccccc34)n2C)c1	2	2	-0.2	-0.4
15	CCCCOc1ccc(C(=O)N/C(=C/c2ccco2)C(N)=O)cc1	-7	5	-0.2	-1.3
16	COc1ccccc1NC(=O)c1ccc(N2CC3CC(C2)c2cccc(=O)n2C3)c(NC(=O)/C=C/c2ccccc2)c1 (centres undefined)	-5	13	0.0	1.9
17	CCOc1ccccc1NC(=O)COC(=O)c1cc(Cl)ccc1[N+](=O)[O-]	-1	-10	-0.1	-0.8
18	NC(Cc1ccccc1)c1nc2ccc(-c3cncc4ccccc34)cc2[nH]1 (centres undefined)	14	30	-0.8	-0.6
19	CCOc1ccc(OCCSc2nc3ccccc3n2CC(=O)O)cc1	3	-4	0.0	-1.0
20	COc1ccccc1NS(=O)(=O)c1ccc2c(c1)n(C)c(=O)c(=O)n2C	-14	19	0.3	-0.4
21	COc1ccc([N+](=O)[O-])cc1-c1ccc(/C=C2\SC(N)=NC2=O)o1	-2	5	-0.1	0.3
22	COCc1ccc(C(=O)N2CCOc3ccc(CN4CCCC(CO)C4)cc3C2)o1 (centres undefined)	11	8	0.1	-1.3
23	CCOC(=O)C1=C(c2ccccc2)S/C(=C2/C(=S)C(C)(C)N(C(=O)c3cccc4ccccc34)c3ccccc32)S1	-7	1	-0.1	1.0
24	CCOCCC(=O)Nc1ccc2c(c1)OCCO2	39*	8	-0.1	-2.1
25	CC1CN2C(=O)Cc3c(S(=O)(=O)NC4CCCCC4)ccc(c32)S1 (centres undefined)	2	1	0.0	-0.7

# One compound at a time, from the list above. Order of screens: TEAD-YAP block, MITF inh, FBW7 activator, GPR151 ag
# Results for O=C(Cn1cnc2ccccc2c1=O)NCCC(=O)Nc1nc2ccccc2s1 → -18, -6, -0.1, 0.7
# Results for CC1CN2C(=O)Cc3c(S(=O)(=O)NC4CCCCC4)ccc(c32)S1 (centres undefined) → 2, 1, 0.0, -0.7
# Results for COc1ccc(OCC(=O)Nc2ccc(S(=O)(=O)N3CCCCCC3)cc2)cc1 → -1, 10, 0.0, -1.8
# Results for COc1ccccc1NS(=O)(=O)c1ccc2c(c1)n(C)c(=O)c(=O)n2C → -14, 19, 0.3, -0.4

# Three structures already listed, arranged by SMILES length, smallest number first.
no.	SMILES	TEAD-YAP block	MITF inh	FBW7 activator	GPR151 ag
6	CSc1ccccc1-c1nc(-c2ccccn2)no1	-1	7	0.1	-10
4	NC(=O)c1c(NC(=O)c2ccc3ncsc3c2)sc2c1CCCC2	-70	-7	0.1	2.0
22	COCc1ccc(C(=O)N2CCOc3ccc(CN4CCCC(CO)C4)cc3C2)o1 (centres undefined)	11	8	0.1	-1.3

# Following part:
no.	SMILES	TEAD-YAP block	MITF inh	FBW7 activator	GPR151 ag
26	CCOC(=O)CSc1nc2sc3c(c2c(=O)n1-c1ccc(OC)cc1)CCc1ccccc1-3	8	11	0.1	0.7
27	O=C1c2cccnc2C(=O)N1CCc1ccc(S(=O)(=O)N2CCCC2)cc1	-13	4	-0.2	-0.1
28	CC(C)N(C(=O)COC(=O)CCC(=O)c1cccs1)C(C)C	-12	11	0.4	-1.3
29	COc1ccc(S(=O)(=O)NC(CC(=O)NCc2ccccc2OC)C(C)C)cc1 (centres undefined)	4	8	0.4	-0.8
30	N#Cc1cc2c(nc1SCC(=O)N1CCCCC1)CCC2	-4	0	0.3	-0.4
31	Cc1cc(NC(=O)CCCc2c[nH]c3ccccc23)no1	2	1	0.1	0.6
32	CN(C)c1ccc(/C=C(\C#N)c2nc3ccccc3s2)o1	53*	-4	-0.3	0.1
33	N#Cc1ccccc1CN1CCN(Cc2cc(F)cc(F)c2)CCC1=O	8	13	0.4	0.3
34	Cc1cnc(NC2CCN(Cc3ccccc3)CC2)nc1Nc1ccc2c(c1)OCO2	1	25	-0.1	-2.1
35	CCOC(=O)c1oc2ccccc2c1NC(=O)C(C)Oc1ccccc1 (centres undefined)	9	9	0.2	0.2
36	O=C(Cn1cnc2c(-c3ccc(F)cc3)csc2c1=O)Nc1cccc(F)c1	5	-3	-0.1	2.3
37	O=C(NCCc1nnc2n1CCN(Cc1ccccc1)CC2)C1CCC1	16	10	0.2	-2.0
38	CSCCC(NC(=O)c1cccc(C)c1)C(=O)N(C)Cc1ccc(C)cc1 (centres undefined)	1	-1	-0.1	0.8
39	O=[N+]([O-])c1cccc(Cl)c1NCCCNS(=O)(=O)c1ccccc1	-11	-2	-0.3	-1.4
40	COc1ccc2nc(SCC(=O)N3CCNC3=O)[nH]c2c1	-1	23	-0.1	-0.7
41	CC1CN(Cc2cccnc2)Cc2ccccc2O1 (centres undefined)	-10	2	-0.3	1.2
42	C=CCN1CCc2cc(O)c(O)cc2C(c2ccccc2)C1 (centres undefined)	-4	-21&8	-0.2&-0.1	-1.0&-2.3
43	CCOc1cccc(C2C(C(=O)OCCOc3ccccc3)=C(C)NC3=C2C(=O)CC(C)(C)C3)c1 (centres undefined)	1	-3	-0.1	-0.3
44	CCCOCCOC(=O)C1=C(C)NC2=C(C(=O)CCC2)C1c1ccc(OC)cc1OC (centres undefined)	-1&3	13&-7	0.2&0.1	-1.4&-1.8
45	COc1ccc(CCNC(=O)c2cc(S(=O)(=O)N3CC(C)CC(C)C3)ccc2Sc2cccc(Cl)c2)cc1OC (centres undefined)	8	0	0.0	0.0
46	COC(=O)c1ccc(CN(Cc2ccc(OC)c(OC)c2)S(=O)(=O)c2ccc(F)c(C(=O)Nc3cccc(C)c3)c2)cc1	-6	20	0.0	1.3
47	N#CCN(CC#N)C(=O)c1ccccc1I	9	1	0.1	-0.1
48	CC(C)CCn1c(N2CCN(Cc3ccccc3)CC2)nc2c1c(=O)[nH]c(=O)n2C	9	23	0.1	-1.2
49	CCCCCCOc1ccc(-c2ccc(-c3noc(-c4ccc(C5CCC(CCC)CC5)cc4)n3)cc2)cc1 (centres undefined)	-1	-5	0.3	-1.2
50	FC(F)(F)c1ccc(N2CCN(c3ncnc4sccc34)CC2)nc1	31	-1	0.3	1.0

# Reformatted with each value named: three of the compounds above
[10] CCOC(=O)C1=C(C(=O)OCC)SC2(S1)C(C(=O)OCC)=C(C(=O)OCC)SC1=C2c2ccc(C)cc2NC1(C)C
  TEAD-YAP block = 3
  MITF inh = 15
  FBW7 activator = 0.9
  GPR151 ag = -0.4

[11] CC(C)(C)c1ccc(S(=O)(=O)NCc2nc(-c3ccncc3)n[nH]2)cc1
  TEAD-YAP block = -5
  MITF inh = 16
  FBW7 activator = 0.1
  GPR151 ag = -0.4

[12] CCOC(=O)C1(CC)OC1c1ccc(OC)cc1 (centres undefined)
  TEAD-YAP block = -10
  MITF inh = 1
  FBW7 activator = 0.4
  GPR151 ag = -0.4

# The list continues.
no.	SMILES	TEAD-YAP block	MITF inh	FBW7 activator	GPR151 ag
51	CCCCN(CC)c1ccc([N+](=O)[O-])cc1/C=N/NC(=O)c1cccnc1	-3	-10	-0.1	0.0
52	COc1ccc(C2C3=C(Nc4ncnn42)c2ccccc2OC3c2ccc(N(C)C)cc2)cc1 (centres undefined)	-8	2	-0.2	2.1
53	Cc1cccc(S(=O)(=O)NCCC(=O)OC(C)C(=O)NC(=O)NC2CCCCC2)c1 (centres undefined)	-4	-7	0.0	1.1
54	Cc1cc(C)n(CCCN2C(=O)CCC2CCNCc2cccc(C(F)(F)F)c2)n1 (centres undefined)	7	12	0.0	-0.9
55	CCOc1cc(C=C(C#N)C#N)ccc1OCC(=O)N1CCOCC1	-4	-9	-0.2	-0.4
56	CC(Sc1nnc(N)s1)C(=O)Nc1cc(Cl)ccc1Cl (centres undefined)	1	15	0.1	-1.5
57	CCOC(=O)c1ccc(NC(=S)N(CCCN2CCCC(C)C2)Cc2ccco2)cc1 (centres undefined)	-1	5	-0.1	2.8
58	COC(=O)c1ccc(Cn2cnc3c(cnn3C(C)(C)C)c2=O)o1	-12	-15	-0.1	-1.5
59	C/C(CC(=O)Nc1ccc(C(N)=O)cc1)=N\NC(=O)c1ccc([N+](=O)[O-])c(Cl)c1	5	2	-0.1	0.4
60	C/C(=N\Nc1cc(-c2ccccc2)nc(C)n1)c1cccc(N)c1	-1	14	0.1	0.4
61	CC12CN3CC(C)(CN(C1)C3c1ccc(Cl)cc1)C2=O (centres undefined)	2	12	-0.1	-1.1
62	COCCCn1c(=O)[nH]c2nc(-c3ccc(C(=O)N4CCN(C)CC4)cc3)cnc21	6	-15	0.1	0.7
63	O=C1N[C@@H](CO)C(=O)N2CCN(Cc3cccc(F)c3)C[C@H]12	8	10	0.3	0.8
64	CCCCN(CCCC)S(=O)(=O)c1ccc(NC(=O)c2ccco2)cc1	1	14	0.1	3.3
65	CCOc1ccc(C(=O)Nc2ccc(S(=O)(=O)Nc3cc(C)on3)cc2)cc1	4	12	0.0	-0.7
66	c1ccc2c(c1)nc(NCCc1c[nH]c3ccccc13)n1nc(-c3ccncc3)nc21	0	3	0.5	-0.9
67	O=C(CSc1nc(-c2ccccc2)nc2c1CCCC2)c1ccc(Br)cc1	5	-6	0.0	0.0
68	Cc1ccc2c(COC(=O)c3ccc4ncsc4c3)cc(=O)oc2c1	-13	-7	0.0	-1.3
69	O=C(COc1ccc(Cl)cc1)N1CCN(C(=O)c2ccco2)CC1	3	2	0.2	0.0
70	Cc1ccc(S(=O)(=O)n2c(SCC(=O)NCc3ccccc3)nc3ccccc32)cc1	-1	1	0.0	-1.8
71	CC(C)CCn1c(N(CCO)CCO)nc2c1c(=O)[nH]c(=O)n2C	4	11	0.1	-0.8
72	CCOc1ccc(NC(=O)c2sc(=S)n(-c3ccc(CC)cc3)c2N)cc1	7	-1	0.0	0.8
73	Cc1nc(NCc2c(C)nn(C)c2Cl)sc1-c1ccn(Cc2ccsc2)n1	19	-1	0.2	0.7
74	CNc1cc(Cl)nc(Oc2ccccc2C(=O)OC)n1	-2	-1	0.2	-1.2
75	CC1=C(C(=O)OCCc2ccccc2)C(c2ccc3c(c2)OCO3)C2=C(CC(C)(C)CC2=O)N1 (centres undefined)	-5	-2	-0.3	0.1
76	COc1cccc(-c2nc(NC(C)=O)c3c(=O)oc4ccccc4c3n2)c1	5	14	-0.2	1.7
77	N#Cc1ccccc1Nc1nc(N)nc(Cl)n1	2	36	-0.1	0.8
78	CCC(=O)NC(c1nnc2n1CCN(Cc1ccccc1)CC2)C(C)C (centres undefined)	-4	6	0.1	-0.1
79	O=C(NCc1ccccc1)C(=Cc1cccc(O)c1)C(=O)NCc1ccccc1	35*	5	-0.1	-0.4
80	COc1ccc(CNC(=O)CC2C(=O)NCCN2CC(C)(C)C)c(OC)c1 (centres undefined)	3	8	0.1	0.4
81	N#Cc1c(/N=C/c2ccccc2OCC(=O)O)sc2c1CCCC2	-1	2	-0.1	-0.1
82	CC(=O)Nc1ccc(S(=O)(=O)N2CCC(C(=O)c3ccc(F)cc3)CC2)cc1	5	8	-0.1	-0.1
83	COc1ccc(OCC(=O)N/N=C(\C)CC(=O)Nc2ccc(Br)cc2)cc1	-5	-6	0.1	1.0
84	COC(=O)NNC(=S)Nc1ccc(Br)cc1	6	18	0.0	3.3
85	COc1cc(C(=O)CC2(O)C(=O)Nc3ccccc32)cc(OC)c1OC (centres undefined)	3	12	0.4	-0.3
86	COc1cc(OC)cc(-c2n[nH]c(=S)o2)c1	-2	12	0.1	-0.4
87	CC(C)CCn1c(N(C)C)nc2c1c(=O)[nH]c(=O)n2C	-6	15	0.2	-1.3
88	CC(=O)N1C(=O)C(C2Sc3ccccc3NC2=O)c2cc(Br)ccc21 (centres undefined)	-3	-5	0.1	0.8
89	CCSc1nc2c(c(=O)n1-c1cccc(OC)c1)C1(CCCCC1)Cc1ccccc1-2	-5	-2	0.0	0.0
90	COc1ccccc1NC(=S)NC(=O)c1ccccc1	-23	0	-0.4	-0.5
91	N#CC1=C(N)Oc2n[nH]c(-c3cccc([N+](=O)[O-])c3)c2C12C(=O)Nc1ccccc12 (centres undefined)	-15	-6	-0.5	0.2
92	COc1cccc(-c2nnc(SCC(=O)c3ccccc3F)o2)c1	-13	7	0.2	-0.2
